# Source: PubChem BioAssay (National Center for Advancing Translational Sciences (NCATS))
# ELG1 DNA repair: qHTS screen for small molecules that inhibit ELG1-dependent DNA repair in human embryonic kidney (HEK293T) cells expressing luciferase-tagged ELG1 | AID 504467, 2011 | Potency, µM (titrated, usually from 46.1 µM), for the others: at the top dose activity change, negative = inhibition, most hits filed as inhibitors | HEK293T ELG1-luciferase reporter, luminescence, 16 h; DNA damage induced by 5-fluorouridine | actives 2.3% (n = 330,000); note: potency is the fitted concentration of half-maximal effect; % is set by controls: 0 for no effect and ±100 for the full control effect; nearly all actives have a fitted effect of over 55% in size
#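 Reporter activity after DNA damage by 5-fluorouridine is monitored. Compound-treated cells incubate 16 hr at 37 °C, then ONE-Glo is added for 30 min before luminescence reading.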
# Tb PFK inh: qHTS Assay to Find Inhibitors of T. brucei phosphofructokinase; ATP-dependent 6-phosphofructokinase (Trypanosoma brucei brucei), O15648; T. brucei PFK, ADP-Glo luminescence; Potency, µM (titrated, usually from 57.5 µM), for the others: at the highest dose activity, negative = inhibition, usual class: inhibitors; actives 0.17% (n = 330,000); AID 485367, 2010;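 note: potency is the fitted concentration of half-maximal effect; 0% = uninhibited 1x PFK enzyme wells and -100% = no-enzyme wells; nearly all actives have a fitted effect of over 60% in size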
# Target sequence (O15648 whole entry, looked up): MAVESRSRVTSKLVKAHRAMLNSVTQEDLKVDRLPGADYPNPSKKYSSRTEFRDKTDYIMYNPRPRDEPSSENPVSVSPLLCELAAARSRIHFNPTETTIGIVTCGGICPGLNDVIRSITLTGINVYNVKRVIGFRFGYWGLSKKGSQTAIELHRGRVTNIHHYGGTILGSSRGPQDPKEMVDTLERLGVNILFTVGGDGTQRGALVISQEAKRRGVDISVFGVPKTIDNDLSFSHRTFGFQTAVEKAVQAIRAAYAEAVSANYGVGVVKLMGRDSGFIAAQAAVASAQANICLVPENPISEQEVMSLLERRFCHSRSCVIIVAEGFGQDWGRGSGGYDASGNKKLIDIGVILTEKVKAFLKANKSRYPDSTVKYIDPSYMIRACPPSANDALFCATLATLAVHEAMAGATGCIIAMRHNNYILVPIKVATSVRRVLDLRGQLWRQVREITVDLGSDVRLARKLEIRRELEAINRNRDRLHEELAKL
#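 Compounds were pin-transferred as a titration series up to 57 uM into substrate buffer (0.5 mM F6P, 0.1 mM ATP, pH 8.0), then 1.25 nM PFK was added and reactions ran 45 min before ADP-Glo detection.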
# TCR activator: Activators of T cell receptors: qHTS campaign. 330,000 tested, under 10 active. Potency, µM (highest dose often 9.22 µM), without a hit: top-dose activation of IL-2 secretion, most hits filed as activators. primary human leukocytes, anti-CD3, IL-2 HTRF, 48 h; note: % of control where 0% means no effect
#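 Compounds are tested in HTS on primary human leukocytes co-incubated with a-CD3 beads for 48 hr. IL-2 output is measured by time-resolved FRET.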
# TSHR antag: Antagonists of the Thyroid Stimulating Hormone Receptor: HTS campaign | AID 504810, 2011 | Thyrotropin receptor (Homo sapiens), P16473 | TSHR-expressing cells, TSH-stimulated cAMP HTRF, 2 h; stronger effect = lower value | activity change, negative = inhibition, % at 11.5 µM | actives 0.2% (n = 330,000);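 active = activity change below a set negative limit, meaning inhibition stronger than a set level, cut at about -70% in these data; inconclusive = activity change between two set negative limits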; note: % is set by controls: 0 for no effect and ±100 for the full control effect
#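 Inhibition of cAMP made by TSHR-expressing cells under TSH stimulation (4nM final, EC80; 2 h, 37 deg C) is quantified with a one-step lysis HTRF kit, anti-cAMP cryptate versus cAMP-d2.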
# a7 integrin act: qHTS for Activators of Integrin-Mediated Alleviation for Muscular Dystrophy. alpha7betagal myoblasts, beta-gal FDG fluorescence, 48 h. Potency, µM (highest dose often 38.3 µM), without a hit: top-dose activation, usual class: activators. actives 0.064% (n = 350,000). AID 624291, 2012;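 note: potency is the fitted concentration of half-maximal effect; 100% = response of the positive control SU9516; nearly all actives have a fitted effect of over 60% in size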
#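 Alpha7betagal+/- myoblasts (passage 13) were plated 16-24 hr, then exposed to compounds (1:260 dilution of DMSO stock) for 48 hours at 37C. After MPER lysis, β-galactosidase reporter activity was read as FDG fluorescence (ex 480/em 540) after 30 minutes.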
# A-T KAP1 phos: qHTS Assay for Identifying a Potential Treatment of Ataxia-Telangiectasia; […] A-T fibroblasts, KAP-1 phosphorylation AlphaLISA; neocarzinostatin DNA damage 30 min before lysis; AID 485349, 2010; Potency, µM (top dose mostly 57.5 µM), without a hit: at the top dose activation, most hits filed as activators; actives 0.19% (n = 320,000); note: potency is the fitted concentration of half-maximal effect; % of control where 0% means no effect; nearly all actives have a fitted effect of over 45% in size
#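 ATM-like activity read as KAP-1 phosphorylation via AlphaLISA donor/acceptor antibody pairs after lysis and 6 hr at 25C. Cells were ATM-null patient fibroblasts ([…], hTERT), dosed 60 min, then exposed to the DSB inducer NCS for 30 min.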
# ASM inhibitor: Inhibitors of Secretory Acid Sphingomyelinase (S-ASM): qHTS; Sphingomyelin phosphodiesterase (Homo sapiens), P17405; Potency, µM (titrated, usually from 57.5 µM), without a hit: at the highest dose activity change, negative = inhibition, most hits filed as inhibitors; actives 0.006% (n = 340,000); placental ASM, HMU-PC fluorogenic substrate, 60 min; note: potency is the fitted concentration of half-maximal effect
#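 qHTS format. ASM enzyme prepared from human placenta hydrolyses the fluorogenic substrate HMU-PC0 (9 uM final) over 60 min at 37 °C after a 10 min compound preincubation.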
# TSG101-PTAP inh: qHTS Assay for Iinhibitors of HIV-1 Budding by Blocking the Interaction of PTAP/TSG101; Fluorescence polarization, FITC-PTAP peptide / Tsg101 binding; Potency, µM (series often up to 115 µM), for the others: at the top dose activity change, negative = inhibition, most hits filed as inhibitors; 340,000 tested, under 10 active; AID 493005, 2010; active = well fitted inhibition curve with a large enough effect in the main read-out, with a control signal flat, not every such curve was filed as active; inconclusive = small, poorly fitted or top-dose-only effect, or effect the other way, or a change in a side signal; inactive = no such curve, though single readings can be large or run the other way; note: potency is the fitted concentration of half-maximal effect; % of control where 0% means no effect
#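 Fluorescence anisotropy tracks displacement of a FITC-tagged PTAP peptide (50 nM) from the Tsg101 binding domain (10 uM), following a 20 min room-temperature incubation at pH 7.5.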
# Eya2 inh: qHTS Assay for Inhibitors of the Phosphatase Activity of Eya2; Protein phosphatase EYA2 (Homo sapiens), O00167; recombinant Eya2, OMFP fluorescence dephosphorylation (OMFP is methylfluorescein phosphate); Potency, µM (series often up to 76.9 µM), for inactives: top-dose activity, negative = inhibition, usual class: inhibitors; actives 0.006% (n = 330,000); AID 488837, 2010; note: potency is the fitted concentration of half-maximal effect; % is set by controls: 0 for no effect and ±100 for the full control effect
# Target sequence (O00167 whole entry, looked up): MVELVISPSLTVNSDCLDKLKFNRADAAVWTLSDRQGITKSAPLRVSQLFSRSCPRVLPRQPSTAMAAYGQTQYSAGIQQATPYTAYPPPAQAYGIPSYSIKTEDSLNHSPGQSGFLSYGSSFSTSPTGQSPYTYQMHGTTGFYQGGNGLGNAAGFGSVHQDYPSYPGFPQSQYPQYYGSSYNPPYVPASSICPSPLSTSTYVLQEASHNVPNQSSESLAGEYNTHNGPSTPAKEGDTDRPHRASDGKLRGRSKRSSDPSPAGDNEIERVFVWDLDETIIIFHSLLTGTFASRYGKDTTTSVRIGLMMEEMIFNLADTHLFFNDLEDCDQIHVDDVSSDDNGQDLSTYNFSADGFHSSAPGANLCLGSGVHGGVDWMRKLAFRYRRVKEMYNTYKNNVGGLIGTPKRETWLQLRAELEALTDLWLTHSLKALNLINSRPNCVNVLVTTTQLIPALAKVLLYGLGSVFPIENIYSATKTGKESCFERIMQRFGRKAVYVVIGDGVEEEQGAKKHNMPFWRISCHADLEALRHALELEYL
#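 Eya2 protein (added as 0.2 uM solution) was preincubated with compound for 10 min at ambient temperature in 50 mM HEPES pH 7.5, 50 mM NaCl, 5 uM MgCl2, 0.05% BSA, 1 mM DTT. OMFP (added at 50 uM) then reacted 10 min; fluorescence read at 485/525 nm.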
# Mito fusion act: qHTS Assay for Small Molecule Inhibitors of Mitochondrial Division or Activators of Mitochondrial Fusion; actives 0.23% (n = 320,000); S. cerevisiae fusion-defective mutant growth rescue, CellTiterGlo 48 h; Potency, µM (titrated, usually from 46.1 µM), without a hit: top-dose growth rescue (activation), actives largely listed as activators;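 note: potency is the fitted concentration of half-maximal effect; % of control where 0% means no effect; nearly all actives have a fitted effect of over 45% in size; temperature-sensitive fusion mutants such as fzo1-1 at 37 °C on non-fermentable ethanol glycerol medium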
#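 Temperature-sensitive fusion-defective S. cerevisiae (e.g. fzo1-1, mgm1-5) were grown with compound in YPEG medium (3% ethanol, 3% glycerol) for 48 hours at 37C. Growth rescue was measured as viability by CellTiterGlo luminescence after 10 minutes at ambient.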
# BCR signal inh: qHTS Assay to Find Inhibitors of Chronic Active B-Cell Receptor Signaling | ABC-DLBCL IkBa-CBG/CBR reporter, luminescence ratio, 4 h | Potency, µM (highest dose often 46.1 µM), for the others: at the highest dose ratio change, negative = lower green/red ratio, most hits filed as inhibitors | actives 0.05% (n = 340,000); active = well fitted inhibition curve with a large enough effect in the signal ratio, with a control signal flat, not every such curve was filed as active; inconclusive = small, poorly fitted or top-dose-only effect, or effect the other way, or a change in a side signal; the % refers to the signal ratio;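 note: potency is the fitted concentration of half-maximal effect; plate controls were basal doxycycline-induced cells for no effect and cells given 10 µM MG132 for full effect; MG132 reads +100%, hits lower the ratio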
#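 Cell line TMD8 (human ABC DLBCL), stably expressing tet-inducible CBG68-IkBa fusion and CBR; IMDM/0.5% FBS; cpd up to 46 uM; dox induction, 4 h, 37C/5% CO2; dual luminescence; green/red ratio; MG132 control.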
# Numbers without * were called inactive; ? = inconclusive; · = no result given; [ ] = remark or other dose. Unless noted, calls come from the whole dose curve; as a rule, active = well fitted curve in the direction sought with a large enough effect; inconclusive = small, poorly fitted or top-dose-only effect, or another doubt; inactive = no such curve, though single readings can be large; an effect the other way counts as inactive or inconclusive.
SMILES,ELG1 DNA repair,Tb PFK inh,TCR activator,TSHR antag,a7 integrin act,A-T KAP1 phos,ASM inhibitor,TSG101-PTAP inh,Eya2 inh,Mito fusion act,BCR signal inh
COC(=O)c1ccc(COC(=O)CNS(=O)(=O)c2ccccc2)cc1,-6%,0%,1%,-2,42%,4%,5%,1%,11%,-1%,1%
O=S(=O)(c1ccccc1)N1CCN(S(=O)(=O)c2ccc(F)cc2)CC1,-19%,3%,-7%,-20,-37%,-1%,5%,-6%,-13%,2%,4%
Cc1ccc(C(=O)Nc2nnc(-c3ccncc3)o2)cc1,19%,-1%,9%,3,-10%,5%,1%,-6%,-2%,0%,?
O=C(Nc1nc2ccccc2n1Cc1ccc(Cl)cc1)c1ccco1,?,-1%,-5%,0,21%,-3%,0%,-1%,5%,-1%,-3%
CC(C)[C@H](NC(=O)c1ccccc1Cl)C(=O)OCC(=O)NCc1ccc2c(c1)OCO2,-3%,3%,·,·,0%,0%,3%,-1%,2%,·,0%
CC(=O)NS(=O)(=O)c1ccc(NC(=O)c2ccc(S(=O)(=O)N3CCCC3)cc2)cc1,11%,0%,4%,18,2%,0%,0%,0%,-9%,-3%,-3%
COc1ccc2c(c1)C(=O)N1[C@H]3c4cc(Cl)ccc4OC[C@@H]3[C@H](c3ccccc3)[C@]1(C)C(=O)N2,?,-1%,1%,-13,-16%,2%,-22%,-9%,-26%,·,?
COc1ccc([C@]23Cc4cc(OC)c(OC)cc4C(O2)c2c(cc(-c4ccccc4)oc2=O)O3)cc1,·,0%[11.5 µM],·,·,·,2%[11.5 µM],·,·,2%[15.4 µM],1%[9.22 µM],14%[9.22 µM]
O=C(Nc1ccc(F)cc1)C(Cc1ccccc1)n1cccc1 (configuration not stated),-6%,8%,1%,-9,-3%,-4%,-3%,-7%,15%,3%,?
Cc1ccc(NC(=O)/C=C/c2ccc(Cl)cc2)nc1,12%,1%,1%,-8,-1%,3%,-1%,-4%,9%,3%,1%
O=C(/C=C/c1ccccc1)NCCC1=CCCCC1,?,-11%,1%[46.1 µM],-17,13%,3%,-1%,1%,-3%,11%,?
CCOC(=O)CNC(=O)N1CCc2ccc(NC(=O)c3ccccc3OC)cc2C1,-13%,2%,5%,-8,32%,2%,1%,-1%,12%,2%,?
O=C(NC(NC(=S)N1CCOCC1)C(Cl)(Cl)Cl)c1cccc2ccccc12 (configuration not stated),8%,3%,5%[46.1 µM],6,-6%,-6%,-21%,-1%,-14%,-3%,-6%
O=C(C1CCC1)N1CCC(O)(c2cccc(F)c2)CC1,-9%,-1%,1%,4,-3%,-1%,4%,-5%,-6%,-9%,8%
CC(C)S(=O)(=O)c1csc(NC(=O)Nc2ccc(Cl)cc2)c1,?,-15%,2%,-9,5%,1%,-4%,-1%,20%,-3%,?
CCCCC(=O)OCC(=O)Nc1ccc(OC(F)F)cc1,-4%,-2%,0%,-2,-1%,17%,2%,-1%,11%[15.4 µM],1%,-1%
CC(C)OCCCNc1nc2c(-c3ccccc3)nnn2c2ccccc12,14%,-2%,·,16,·,29%,·,·,8%,23%,?
S=C(NCCc1ccccc1)NCCc1ccccc1,?,-2%,2%[46.1 µM],-11,5%,2%,-1%,0%,-5%,18%,?
O=C(/C=C/c1ccco1)OCC(=O)N1CCCCC1,?,?,1%,10,41%,-4%,5%,0%,2%,·,-2%
Cc1c(C(=O)N2CCCC2)sc(NC(=O)c2ccccc2)c1C#N,?,-7%,-2%[46.1 µM],-11,-11%,-1%,-2%,0%,-15%,6%,?
CCOC(=O)c1[nH]c(C)c(/C(O)=C2\C(=O)C(=O)N(CCCN3CCOCC3)C2c2cccs2)c1C (configuration not stated),6%,-2%,4%,22,-20%,1%,1%,-3%,13%,-5%,?
CC(=O)c1c(C)[nH]c(C(=O)OCc2cc(=O)n3cc(Br)ccc3n2)c1C,14%,0%,3%,6,9%,-1%,0%,-3%,1%,-4%,2%
C[N+](C)(C)CCN(Cc1ccc(Cl)cc1)c1ccccn1,-2%,0%,15%,-3,8%,6%,-1%,2%,2%,-2%,3%
N#C/C(=C\c1cc(Cl)c(OCc2ccc(Cl)cc2)c(Cl)c1)C(N)=O,?,5%,·,-9,·,3%,·,·,-23%,?,16%
CCN(CC(=O)NC1CCS(=O)(=O)C1)S(=O)(=O)c1cc(C)ccc1C (configuration not stated),5%,-1%,-6%,0,4%,2%,-1%,-4%,15%,3%,2%
COc1nnc(-c2ccc(N3CCCCC3)c(NC(=O)C3CCCCC3)c2)c2ccccc12,17%,-2%,4%,14,24%,3%,-2%,-2%,-15%,4%,-30%
COc1ccc(C)cc1-n1nnnc1SCC(=O)c1ccc2c(c1)OCCO2,7%,-1%,0%,-5,0%,23%,8%,2%,11%,-3%,0%
C/C(N)=C(/C#N)C(=O)CSc1nc2ccccc2c(=O)n1Cc1ccc(F)cc1,?,-21%,11%,7,27%,5%,-7%,-1%,-9%,3%,?
COc1ccc(C(=O)N=S2CCN(C(=O)c3ccc(Cl)cc3)CC2)cc1,8%,-1%,4%,7,0%,3%,1%,-10%,29%,4%,11%
CCCCn1cnc2c1c(=O)n(CC(=O)c1cc(C)n(C)c1C)c(=O)n2CC(C)C,?,4%,-48%,-3,1%,3%,-3%,-7%,29%[15.4 µM],4%,0%
CC(=O)c1ccc(N2CCN(CC(=O)N(CC(C)C)c3c(N)n(CC(C)C)c(=O)[nH]c3=O)CC2)cc1,29%,-1%,·,1,-1%,-1%,8%,-4%,-1%,-1%,4%
O=C(O)C(NC(=O)C1CCCN1C(=O)OCc1ccccc1)c1ccccc1 (configuration not stated),19%,2%,2%,0,26%,5%,3%,0%,5%,0%,0%
COc1ccc(CNC(=O)CN(Cc2ccc(F)cc2)C(=O)CCC(=O)Nc2nccs2)cc1,-18%,3%,1%,-15,-18%,-3%,2%,-2%,16%,-5%,3%
COc1cc(OC)cc(C(=O)NCCCNC(=O)c2ccccn2)c1,-11%,4%,-3%,1,18%,13%,-1%,1%,-6%,6%,-14%
COc1c(C)cccc1C(=O)Nc1ccc(N2CCN(S(C)(=O)=O)CC2)cc1,?,3%,3%,4,-12%,2%,4%,4%,-3%,-1%,-6%
CC(=O)Nc1ccc(/C=C(\C#N)C(N)=O)cc1,4%,13%,0%,13,1%,9%,10%,1%,-1%,2%,-1%
CC(C)=CC(=O)Nc1cccc(S(=O)(=O)NC2=NCCCCC2)c1,-4%,3%,·,-8,-7%,3%,-1%,-3%,4%,·,-1%
COc1cccc(C(=O)Nc2cccc(NC(=O)c3ccccc3Cl)c2)c1,-10%,-2%,-1%,-1,12%,-4%,-5%,-8%,2%,13%,?
O=C(NCC(c1ccco1)N1CCCC1)c1ccc(S(=O)(=O)Nc2ccccc2Cl)cc1 (configuration not stated),?,-9%,7%,-6,25%,-5%,-2%,-5%,4%,3%,4%
CCOc1ccc(-n2c(=S)sc3c(=O)n(-c4ccccc4)c(SC)nc32)cc1,?,-25%,0%,14,0%,5%,-12%,-3%,-1%,19%,-10%
COc1cccc(N2C(=O)c3cccnc3C2O)c1 (configuration not stated),-8%,-2%,-6%,3,40%,-3%,5%,0%,4%,9%,3%
